# High-throughput results from PubChem.
# NCI-60 one-dose screen, 48 h, at 10 µM unless noted. Numbers give growth in % (100 = growth as untreated, 0 = no growth, -100 = all killed).
# SF-539 = SF-539 CNS cancer | 6.8% of 81,000 active
# DU-145 = DU-145 prostate cancer. 4.2% of 81,000 active. AID 1794760
# 786-0 = 786-0 renal cancer cells; 5.1% of 81,000 active
# SF-268 = SF-268 CNS cancer cells; 3.1% of 82,000 active
# SF-295 = SF-295 CNS cancer cells. 5.6% of 79,000 active. AID 1794758
# U251 = U251 CNS tumor cells; 5.4% of 80,000 active; AID 1794753
# PC-3 = PC-3 prostate cancer cells; 3.9% of 80,000 active
# SN12C = SN12C renal cancer cells. 3.8% of 81,000 active
# UO-31 = UO-31 renal cancer; 5.2% of 81,000 active; AID 1794768
# * = called active by the depositor; · = not tested or not shown; & = joins results of further samples. The calls were made as follows: active = growth percent below 10; inactive = the rest.
1) CCCCCCCCCCCCCCCCCBr
2) O=C1c2cccc3cccc(c23)C(=O)N1Nc1nc(NCCN2CCOCC2)nc(N2CCOCC2)n1
3) COc1cc2c(c(Br)c1N)-c1cc(Br)c(N)cc1C2=O
4) CCOC(=O)c1[nH]cc(-c2ccc(OC)cc2)c1-c1cc(OC)cc(OC)c1
5) Nc1c(C(=O)Nc2cccc([N+](=O)[O-])c2)sc2nc3c(cc12)C(=O)CCC3
6) O=C1c2ccccc2C(=O)N1CBr
7) Nc1nnc(-c2cccnc2)s1
8) CN1CCN(c2ccc(C(=O)/C=C/c3cc(F)cc(C(F)(F)F)c3)cc2)CC1

Compound	1	2	3	4	5	6	7	8
SF-539	99.5	102.3	37.0	94.5	49.7	105.6	100.2	59.5
DU-145	113.5	111.9	79.1	96.4	81.5	110.7	120.6	49.6
786-0	104.4	101.9	58.8	84.6	63.5	98.1	101.4	89.7
SF-268	108.9	94.7	61.6	91.3	47.1	99.7	105.8	82.8
SF-295	97.0	103.9	57.2	95.0	64.1	99.1	103.9	88.6
U251	103.5	100.0	57.3	100.0	·	94.6	101.8	51.4
PC-3	92.6	96.2	93.2	77.1	69.5	99.6	96.7	60.2
SN12C	98.9	95.8	39.9	101.1	81.7	98.5	103.6	75.7
UO-31	91.4	71.1	51.7	81.4	106.3	93.7	98.3	53.3

9) O=C(O)c1ccccc1Oc1cc(-c2ccco2)nc(OCCn2ccnc2)n1
10) CSc1nc2nc(-c3cc4ccccc4[nH]c3=O)[nH]c2c(=O)n1C
11) CC(C)c1ccc(C2OCC3(C)C(CCC4(C)C5CC(C6=CCOC6=O)OC5(C)CCC34)O2)cc1 (stereo unspecified)
12) CCOC(=O)/C(C#N)=C\c1ccc(OCC)c(OCC)c1
13) CCOC(=O)c1c(NC(=O)CSc2nnc(-c3cccnc3)o2)sc2c1CCCC2
14) CCCCC(CC)CNC(=O)/C=C\C(=O)O (stereo unspecified)
15) Cn1c(N)c(C(=O)N2CCN(c3ccccc3)CC2)c(=O)n(C)c1=O
16) CCCCOC(=O)c1ccc(Nc2cc(C)nc3ccc(OC)cc23)cc1

Compound	9	10	11	12	13	14	15	16
SF-539	104.0	79.4	84.9	98.4	99.9	104.0	98.3	99.2
DU-145	108.8	114.9	93.6	111.0	109.4	106.1	103.9	104.5
786-0	100.9	83.3	84.8	103.8	100.8	96.0	100.7	95.3
SF-268	93.4	88.9	89.7	103.3	115.9	98.1	104.1	95.4
SF-295	86.7	29.8	79.1	101.7	117.8	94.1	98.0	·
U251	105.8	74.4	76.9	101.9	112.9	91.9	98.5	95.3
PC-3	96.5	96.2	63.2	107.2	98.7	87.9	87.2	84.6
SN12C	100.7	93.2	65.4	100.0	104.3	95.2	100.6	98.1
UO-31	50.3	107.8	51.7	94.0	96.4	86.3	104.6	88.2

17) COc1cc(-c2nc(SCCC(C)C)nc(N3CCOCC3)c2C#N)cc(OC)c1OC
18) COc1ccc(S(=O)(=O)NCCCNc2cc(-c3c(-c4cccc(OC)c4)nc4sccn34)ccn2)cc1
19) c1cnc2c(-c3nc4ccc5[nH]ncc5c4c4c3CCCC4)c[nH]c2c1
20) CC(=O)Oc1cc(OC(C)=O)c2ccccc2c1OC(C)=O
21) N/C(=N\c1nc2ccccc2s1)NC(=NC1CCCCC1)NC1CCCCC1
22) CC(C)c1ccc(C(NC23CC4CC(CC(C4)C2)C3)c2nnnn2C(C)(C)C)cc1 (stereo unspecified)
23) CC1NCCC[C@]2(C)[C@H]3CC[C@@H]4[C@H]5[C@H]6OC[C@@]5(CCC6(C)C)CC[C@@]4(C)[C@]3(C)CC[C@@H]12 (stereo partly specified)
24) CC1=C(C(=O)N=C(N)C(Cl)(Cl)Cl)SCCO1

Compound	17	18	19	20	21	22	23	24
SF-539	55.5	61.9	42.9	100.1	-44.7*	95.1	94.3	94.1
DU-145	41.6	46.4	27.7	67.0	14.3	109.1	106.5	122.4
786-0	66.0	52.1	32.5	102.5	25.1	91.5	104.3	102.4
SF-268	40.3	44.9	40.4	87.9	60.0	100.0	103.7	102.5
SF-295	98.9	40.5	32.1	102.8	-34.9*	96.0	104.0	107.0
U251	5.8*	59.4	29.8	94.0	-56.2*	97.5	93.3	102.6
PC-3	62.3	26.9	27.5	62.6	24.2	104.5	85.5	97.8
SN12C	54.9	36.0	27.4	87.4	33.8	98.4	95.6	98.9
UO-31	73.9	18.0	43.7	62.6	20.1	88.2	79.8	75.4

25) CCN(CC)CCCC(C)NCc1ccccc1 (stereo unspecified)
26) CCOC(=O)/C=C/c1ccc(N(C)C)cc1
27) Cc1nc(-n2nc(C#N)c(C#N)c2N)c(C#N)c(C#N)c1C
28) CC(C)(C)c1ccc2c(c1)C(=O)N(NC(=O)c1ccc(S(N)(=O)=O)cc1)C2=O
29) COc1ccc2c(c1)CCC1=C2CCC2(C)C(=O)CCC=C12 (stereo unspecified)
30) O=C(CN1C(=O)/C(=C/c2ccco2)SC1=S)NCCc1c[nH]c2ccc(F)cc12
31) COc1cc(/C=C/c2cc(/C=C/c3ccc(O)c(OC)c3)n(-c3ccccc3)n2)ccc1O
32) O=C(NNC(=O)c1ccncc1)Nc1cccc2ccccc12

Compound	25	26	27	28	29	30	31	32
SF-539	101.5	112.5	95.5	104.8	100.3	95.2	-39.8*	102.0
DU-145	97.8	104.6	106.2	105.8	109.0	107.9	-45.7*	132.1
786-0	89.8	92.6	105.4	103.2	92.9	104.3	-76.7*	119.0
SF-268	100.3	104.2	97.3	97.3	97.0	93.6	-12.5*	94.1
SF-295	100.6	96.3	105.1	99.0	98.8	99.4	-71.5*	112.8
U251	99.2	81.9	105.7	101.9	95.4	103.3	1.5*	101.9
PC-3	91.2	88.2	107.9	104.3	86.2	94.0	-33.1*	85.2
SN12C	102.2	87.5	108.5	107.7	100.3	97.6	-3.1*	104.3
UO-31	83.5	87.9	87.9	97.4	96.7	70.8	-44.6*	71.9

33) O=C1CCN(Cc2ccccc2)C(=S)N1
34) Cc1ccc(CCC(=O)Nc2ncc(Cc3cc(Cl)ccc3Cl)s2)o1
35) CC(COc1ccc(C(C)(C)C)cc1)OC(=O)Cc1ccccc1 (stereo unspecified)
36) O=C(O)CNc1ncnc2nc[nH]c12
37) COc1cc(OC)c(NC(=O)c2cc3ccccc3cc2O)cc1Cl
38) CCOC(=O)c1ccc(N=Cc2cnc(N)nc2N)cc1
39) COc1cc(/C=C/C(=O)c2ccc(NC(=O)CSc3nnc(-c4ccc(Cl)cc4)n3-c3ccccc3)cc2)cc(OC)c1OC
40) COc1cc(-c2nc(SC(C)C)nc(Nc3ccc([N+](=O)[O-])cc3[N+](=O)[O-])c2C#N)cc(OC)c1OC

Compound	33	34	35	36	37	38	39	40
SF-539	98.6&111.5	-16.4*	104.5	91.7	52.9	108.0	91.3	96.1
DU-145	107.4&140.4	13.8	111.8	114.0	46.4	99.9	80.0	102.7
786-0	109.1&107.8	26.1	99.5	100.3	27.4	107.6	79.0	107.6
SF-268	99.5&111.4	57.6	102.8	107.9	51.2	95.3	77.6	107.9
SF-295	132.6&117.6	7.4*	100.8	106.8	53.3	106.0	·	101.3
U251	98.7&101.9	18.0	86.9	89.1	17.7	95.7	69.7	94.7
PC-3	92.3	23.6	77.2	102.7	-0.2*	94.2	69.7	93.6
SN12C	95.6&104.2	23.4	102.0	101.2	28.1	90.2	74.5	100.8
UO-31	83.7&87.5	32.0	94.1	98.7	-10.7*	71.1	75.6	73.8

41) CC1([N+](=O)[O-])COC2(CCCCC2)OC1
42) CC(=O)Nc1ccc(-c2cn(-c3cccc(C(=O)Nc4cccc(C(F)(F)F)c4)c3)nn2)cn1
43) Cn1c(O)c(N=Nc2ccc(S(N)(=O)=O)cc2)c2cc(Br)ccc21
44) FC(F)Oc1ccc(C(Nc2ccc(Br)cc2)c2nnnn2C2CCCCC2)cc1OCC1CC1 (stereo unspecified)
45) O=C(O)CS(=O)c1ccc(Cl)cc1 (stereo unspecified)
46) O=C(c1ccccc1)c1c(-c2ccccc2)oc2c1CNC1C=CC=CC21 (stereo unspecified)
47) CCCCCCCCCCCCCCCC(=O)CCCCCCCCCCCCCCC
48) CC(=O)Oc1cc([N+](=O)[O-])c(O)c([N+](=O)[O-])c1

Compound	41	42	43	44	45	46	47	48
SF-539	112.4&110.1	91.0	93.2	94.7	105.5	99.7	97.9	112.2
DU-145	117.1&104.0	87.4	104.1	109.2	108.8	107.1	110.4	112.3
786-0	117.7&116.5	112.8	95.6	87.5	95.7	100.9	113.9	102.5
SF-268	100.8&117.8	98.1	98.1	83.4	108.7	93.3	105.5	109.9
SF-295	116.2&122.7	96.6	102.7	90.9	94.9	106.2	·	101.3
U251	109.5&114.3	103.9	97.1	84.1	99.7	102.9	99.7	89.8
PC-3	102.0&83.2	91.5	98.4	69.7	110.2	88.8	88.7	94.1
SN12C	92.9&101.8	108.3	94.7	95.5	103.9	90.8	106.7	84.1
UO-31	102.2&79.9	119.5	77.4	64.0	102.3	73.8	88.1	95.6

# Part of the list above, with each value named.
(4) CCOC(=O)c1[nH]cc(-c2ccc(OC)cc2)c1-c1cc(OC)cc(OC)c1
  SF-539 = 94.5; DU-145 = 96.4; 786-0 = 84.6; SF-268 = 91.3; SF-295 = 95.0; U251 = 100.0; PC-3 = 77.1; SN12C = 101.1; UO-31 = 81.4
(2) O=C1c2cccc3cccc(c23)C(=O)N1Nc1nc(NCCN2CCOCC2)nc(N2CCOCC2)n1
  SF-539 = 102.3; DU-145 = 111.9; 786-0 = 101.9; SF-268 = 94.7; SF-295 = 103.9; U251 = 100.0; PC-3 = 96.2; SN12C = 95.8; UO-31 = 71.1

# (cont.)
49) O=[N+]([O-])c1ccc(N/N=C/c2ccccc2)nc1
50) CC(Nc1ccc2c(c1)C(=O)c1ccccc1C2=O)C(=O)Nc1ccc2c(c1)C(=O)c1ccccc1C2=O (stereo unspecified)
51) N#CC(=S)Nc1ccc(Cl)c(Cl)c1
52) COc1ccc(C2CC(=O)c3ccccc3O2)cc1OC (stereo unspecified)
53) Cc1cnc(C(=O)NNc2nc3sc4c(c3c(=O)n2C)C(C)CCC4)cn1 (stereo unspecified)
54) CC1(C)C2CCC(CCOC(=O)COc3cc(Cl)c(Cl)cc3Cl)C1C2 (stereo unspecified)
55) Nc1nc(-c2cscc2Br)nn1-c1nc2ccccc2s1

Compound	49	50	51	52	53	54	55
SF-539	99.5	99.4	8.6*	97.1	-21.1*	109.7	94.2
DU-145	112.8	93.0	18.6	103.9	7.5*	112.6	105.7
786-0	102.9	108.3	14.2	95.9	0.3*	120.0	104.8
SF-268	105.2	84.0	11.0	96.4	5.9*	99.8	95.7
SF-295	120.5	85.3	-0.2*	100.8	8.0*	106.8	97.9
U251	98.1	97.0	9.3*	102.8	-33.3*	100.3	101.4
PC-3	99.6	83.8	23.1	103.4	8.8*	102.5	89.4
SN12C	112.2	84.1	-7.9*	92.2	9.0*	106.5	89.5
UO-31	91.3	58.7	-1.4*	84.0	-0.4*	76.8	70.0

# Ordered by SMILES length (smallest number first): part of the list above
45) O=C(O)CS(=O)c1ccc(Cl)cc1 (stereo unspecified)
51) N#CC(=S)Nc1ccc(Cl)c(Cl)c1
52) COc1ccc(C2CC(=O)c3ccccc3O2)cc1OC (stereo unspecified)
55) Nc1nc(-c2cscc2Br)nn1-c1nc2ccccc2s1
47) CCCCCCCCCCCCCCCC(=O)CCCCCCCCCCCCCCC
46) O=C(c1ccccc1)c1c(-c2ccccc2)oc2c1CNC1C=CC=CC21 (stereo unspecified)
43) Cn1c(O)c(N=Nc2ccc(S(N)(=O)=O)cc2)c2cc(Br)ccc21
53) Cc1cnc(C(=O)NNc2nc3sc4c(c3c(=O)n2C)C(C)CCC4)cn1 (stereo unspecified)
44) FC(F)Oc1ccc(C(Nc2ccc(Br)cc2)c2nnnn2C2CCCCC2)cc1OCC1CC1 (stereo unspecified)
50) CC(Nc1ccc2c(c1)C(=O)c1ccccc1C2=O)C(=O)Nc1ccc2c(c1)C(=O)c1ccccc1C2=O (stereo unspecified)

Compound	45	51	52	55	47	46	43	53	44	50
SF-539	105.5	8.6*	97.1	94.2	97.9	99.7	93.2	-21.1*	94.7	99.4
DU-145	108.8	18.6	103.9	105.7	110.4	107.1	104.1	7.5*	109.2	93.0
786-0	95.7	14.2	95.9	104.8	113.9	100.9	95.6	0.3*	87.5	108.3
SF-268	108.7	11.0	96.4	95.7	105.5	93.3	98.1	5.9*	83.4	84.0
SF-295	94.9	-0.2*	100.8	97.9	·	106.2	102.7	8.0*	90.9	85.3
U251	99.7	9.3*	102.8	101.4	99.7	102.9	97.1	-33.3*	84.1	97.0
PC-3	110.2	23.1	103.4	89.4	88.7	88.8	98.4	8.8*	69.7	83.8
SN12C	103.9	-7.9*	92.2	89.5	106.7	90.8	94.7	9.0*	95.5	84.1
UO-31	102.3	-1.4*	84.0	70.0	88.1	73.8	77.4	-0.4*	64.0	58.7
